Compound activity as filed in PubChem.
V-ATPase pH: alters yeast V-ATPase proton transport. response, % at 10 µM. S. cerevisiae, pHLuorin cytosolic pH fluorescence. actives 0.37% (n = 350,000); in the data active = response mostly above about 7.3%, no sharp cut-off; inactive = mostly below about 5.4%; note: actives read high; inactives centre near 0; some compounds called inactive have numbers as strong as hits
C-LANA FP: blocks KSHV LANA C-terminal domain binding to DNA | MBP-C-LANA/FAM-LBS DNA binding, fluorescence polarization | inhibition, % at 9 µM | actives 0.078% (n = 340,000);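 active = highest replicate inhibition at or above 60% at 9 µM, even if other replicates fall short; inactive = all replicates below 60% inhibition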;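 note: 0% = neutral control wells and 100% = 4 µM acridine orange control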
NSD2 HMT inh: inhibitors of human histone methyltransferase NSD2. actives 0.54% (n = 310,000). O96028. NSD2 peptide methylation, AlphaScreen, 120 min. inhibition, % at 12.5 µM; in the data active = inhibition above about 50%
Keap1 Nrf2 FP: inhibitors of human Keap1-Nrf2 protein-protein interaction; Keap1 Kelch-Nrf2 peptide fluorescence polarization, 1536-well; AID 504523; actives 0.15% (n = 340,000); inhibition, % at 9.4 µM; in the data active = inhibition above about 12%;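 note: human Keap1 Kelch domain with fluorescein labeled Nrf2 9mer peptide probe; 0% = neutral control wells and 100% = peptide positive control; higher means more block of Keap1 binding to Nrf2 peptide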
DAGLB inh: blocks human DAGLB lipase activity; Q8NCG7; HEK293T DAGLB membrane lysate, EnzChek fluorogenic substrate; inhibition, % at 5.17 µM; actives 0.059% (n = 340,000); AID 504411; in the data active = inhibition above about 34%;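 note: 0% = enzyme with vehicle and 100% = wells lacking enzyme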
Target sequence (Q8NCG7 whole entry, looked up): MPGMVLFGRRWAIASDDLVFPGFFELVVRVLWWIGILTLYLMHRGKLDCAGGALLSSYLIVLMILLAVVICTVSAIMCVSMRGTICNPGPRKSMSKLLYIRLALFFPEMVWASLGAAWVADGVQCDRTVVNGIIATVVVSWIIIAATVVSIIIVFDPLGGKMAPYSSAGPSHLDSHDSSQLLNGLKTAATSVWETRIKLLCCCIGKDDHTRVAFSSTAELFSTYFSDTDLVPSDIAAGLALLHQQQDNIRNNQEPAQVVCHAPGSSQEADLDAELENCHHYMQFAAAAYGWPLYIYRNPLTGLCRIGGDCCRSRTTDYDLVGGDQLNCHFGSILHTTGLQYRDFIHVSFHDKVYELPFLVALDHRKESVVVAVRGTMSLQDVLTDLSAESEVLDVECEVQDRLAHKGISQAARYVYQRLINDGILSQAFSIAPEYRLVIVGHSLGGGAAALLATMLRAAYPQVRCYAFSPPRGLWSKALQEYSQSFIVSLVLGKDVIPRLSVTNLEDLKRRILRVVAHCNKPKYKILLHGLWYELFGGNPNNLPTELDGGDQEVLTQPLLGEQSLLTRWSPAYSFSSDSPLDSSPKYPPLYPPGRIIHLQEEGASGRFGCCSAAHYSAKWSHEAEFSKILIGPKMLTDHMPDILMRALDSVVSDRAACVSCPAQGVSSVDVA
Arrestin-AP2 inh: human beta-arrestin and AP2 interaction inhibition. FITC-arrestin peptide / GST-AP2 beads, flow cytometry; AP2 beta2 appendage carries R879A mutation. inhibition, % at 10 µM. actives 0.31% (n = 340,000);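 active = inhibition above a set limit, near 3 SD of compounds lacking own fluorescence, cut at about 54% in these data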;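 note: plate controls were DMSO wells for no effect and 5 µM unlabelled arrestin peptide for full effect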
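Assay system: GST-AP2 R879A bound to glutathione beads, E. coli-expressed; Medium: PBS with 0.05% Tween 20 and 0.1% BSA; Also added: fluorescein-tagged arrestin peptide at 50 nM final; Timing: 12 min plus 1 h, RT; Measured by: flow cytometry, FL1 (488/535 nm); Evaluation: percent drop in bead-associated FITC signal.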
CAL PDZ FP-1: blocks peptide binding to human CAL PDZ domain | purified CAL PDZ, TMR-peptide fluorescence polarization, 1 h | AID 504414 | actives 0.02% (n = 330,000) | inhibition, % at 20 µM;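 active = highest replicate inhibition of at least 40%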;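 note: plate controls were DMSO neutral control wells for no effect and unlabeled competitor peptide control wells for full effect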
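Test system: tagged CAL PDZ domain / Buffer or medium: sodium phosphate/NaCl buffer pH 7.4 with TCEP, IgG, Thesit / Reagent: TMR-labelled reporter peptide T*-PRC34 bound in PDZ groove / Compound dosing: single point, 20 µM / Schedule: 1 h incubation at room temperature before polarization reading / Technique: fluorescence polarization (mP) / Benchmarks: unlabelled peptide, DMSO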
CAL PDZ FP-2: blocks peptide binding to the human CAL PDZ domain | Q9HD26 | purified CAL PDZ, TMR-peptide fluorescence polarization, 1 h | inhibition, % at 24.9 µM | actives 0.92% (n = 300,000) | AID 602252;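 active = mean inhibition of at least 30% with at least half of replicates also reaching 30%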;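 note: 0% = DMSO neutral control and 100% = excess unlabeled competitor peptide PRC23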
DSG3 Ab inh: human desmoglein-3 autoantibody binding inhibition; DSG3-coupled beads, scFv-anti-DSG3-GFP binding, flow cytometry; hits give low values; AID 588358; actives 0.48% (n = 310,000); binding (percent of control), % at 10 µM;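 active = binding more than 3 SD below its plate's average and above zero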;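 note: hits lower antibody fragment binding to DSG3; some compounds called inactive have numbers as strong as hits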
Cardiac RTF inh: cardiac RTF calcium desensitization | P19429+P45379 | IANBD-labeled cardiac RTF, Ca2+ fluorescence | inhibition, % at 7.15 µM | actives 0.12% (n = 340,000) | AID 493244;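 active = inhibition above the mean inhibition of all tested compounds plus 3 SD, cut at about 17% in these data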;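 note: assay run at fixed EC70 calcium of 1.6 mM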
An asterisk follows results filed as active; nt = no result given. Only part of the results is shown; rates above refer to the full screens.

SMILES	V-ATPase pH	C-LANA FP	NSD2 HMT inh	Keap1 Nrf2 FP	DAGLB inh	Arrestin-AP2 inh	CAL PDZ FP-1	CAL PDZ FP-2	DSG3 Ab inh	Cardiac RTF inh
Cc1ccc(NC(=O)/C(=C\c2ccco2)NC(=O)c2ccco2)cc1	-3	0.3	2	-6	0	6	1.7	nt	124	-8
Cc1ccc(-n2c(C)cc(C(=O)COC(=O)c3ccc[nH]c3=O)c2C)cc1C	0	0.3	4	0	-1	24	-2.2	4	nt	8
Cc1nn(CC(=O)c2ccccc2)c(=O)c2nn(-c3ccccc3F)c(C)c12	-3	-2.1	-1	-5	1	-1	-1.9	2	101	-7
Cc1noc(C(=O)Nc2cccnc2)c1Cl	3	-0.4	nt	-7	-9	6	-1.0	nt	101	-13
Cc1ccccc1OC(=O)C1C(c2ccccc2)C(C(=O)O)C1c1ccccc1 (stereo not given)	1	-0.5	5	-5	5	4	-0.7	-2	102	1
COc1cc2c(cc1OC)CN(CC(=O)Nc1ccc3c(c1)OCO3)CC2	0	1.0	3	-4	-3	12	0.6	-3	101	0
Cc1ccc(-n2nc(C)c3c2NC2=C(C(=O)CC(C)(C)C2)C3c2ccccc2OCC(=O)O)cc1 (stereo not given)	-2	0.8	3	-4	3	12	-2.0	-3	116	-9
COc1ccc(CCNC(=O)c2cc(=O)n(C)c(=O)n2C)cc1OC	0	-1.8	-1	4	-1	-22	-2.2	5	126	1
CC(=O)NCCc1ccc(S(=O)(=O)N2CCOCC2)cc1	-1	-0.1	-3	0	0	-9	0.3	-7	nt	-4
O=C(CCN1CCOCC1)c1ccc(Cl)cc1	1	-0.1	-2	-8	1	17	-0.8	0	115	5
COc1cc2c(cc1OC)C(C1C(=O)CCCC1=O)N(C(=O)CCl)CC2 (stereo not given)	-2	0.4	1	4	1	10	-1.1	-3	97	-6
CCOC(=O)Cc1csc(Nc2c(C)n(C)n(-c3ccccc3)c2=O)n1	0	1.7	-2	1	3	-7	0.2	-4	103	14
CSc1ccccc1-n1nnnc1SCC(=O)Nc1cc(C)ccc1C	-4	-1.7	-1	0	-4	14	-0.5	-5	108	3
CN(C(=O)c1cccc(NC(=O)Cc2ccc(NC(=O)C3CCCN(S(=O)(=O)c4cccc([N+](=O)[O-])c4)C3)cc2)c1)C1CCC1 (stereo not given)	-1	0.6	nt	2	1	-12	0.3	-2	95	-4
COC(=O)c1cn(Cc2ccccn2)c(=O)c2ccccc12	3	-0.7	-2	-1	-1	10	0.3	0	104	-7
COc1cccc(NC(=O)c2ocnc2C)c1	0	-0.3	1	-3	2	0	0.6	nt	95	-7
Cc1ccc(-c2ccc(C3C(C#N)=C(N)Oc4n[nH]c(C)c43)o2)cc1 (stereo not given)	-1	-0.6	8	-3	2	20	-0.2	2	nt	-7
Cc1cc(C)n(CCNS(=O)(=O)c2ccc(C)c(C)c2)n1	-1	-1.3	-3	-3	0	1	-1.4	1	97	0
COc1cc(OC)c(NC(=O)c2ccccc2F)cc1Cl	0	0.1	-1	-2	-10	7	-0.8	-1	94	-6
COc1ccc(C(=O)Nc2cc([N+](=O)[O-])ccc2N2CCN(C)CC2)cc1	-3	-0.2	14	0	0	2	-1.0	-4	100	-5
Cc1c(Cl)cccc1NS(=O)(=O)c1cn(C)c(=O)n(C)c1=O	-2	-0.6	nt	3	1	-3	-0.7	nt	112	-6
Cc1c(C(=O)C(=O)N2CCCc3ccccc32)c2ccccc2n1C	0	-4.9	0	-2	-2	45	-0.8	-2	102	5
CCN1C(=NCCc2c[nH]c3ccccc23)N[C@@H](c2ccccc2)[C@H](C(=O)OC)[C@H]1C	1	-0.3	nt	1	0	2	-0.4	1	103	-17
Cc1cccc(CNC(=O)C2CCC(=O)N(C3CCCC3)C2)c1 (stereo not given)	-5	0.4	2	5	1	17	-0.8	-1	110	-4
CC(C)N1CCN(Cc2ccccc2-c2ccco2)CC1CCO (stereo not given)	6	-0.6	-1	-1	-2	-1	-0.7	-11	107	-4

Part of the list above, reduced to Keap1 Nrf2 FP and DSG3 Ab inh.
| compound | Keap1 Nrf2 FP | DSG3 Ab inh |
| --- | --- | --- |
| Cc1cccc(CNC(=O)C2CCC(=O)N(C3CCCC3)C2)c1 (stereo not given) | 5 | 110 |
| Cc1ccc(-n2c(C)cc(C(=O)COC(=O)c3ccc[nH]c3=O)c2C)cc1C | 0 | nt |

The listing continues:
SMILES	V-ATPase pH	C-LANA FP	NSD2 HMT inh	Keap1 Nrf2 FP	DAGLB inh	Arrestin-AP2 inh	CAL PDZ FP-1	CAL PDZ FP-2	DSG3 Ab inh	Cardiac RTF inh
COc1ccc(CN2CCCCCC2)cc1OC	1	nt	0	nt	nt	11	nt	nt	109	nt
O=C(CSc1nc(O)cc(=O)n1-c1ccccc1)NCc1ccccc1	-3	0.4	3	-3	4	26	-2.3	nt	96	-4
CC1CCN(S(=O)(=O)c2ccc(N/N=C(/C#N)C(N)=O)cc2)CC1	-4	-0.3	9	-2	1	2	-0.2	-1	95	-3
Cc1sc2nc(C)n(/N=C/c3ccc(O)cc3O)c(=O)c2c1C	1	-1.7	2	-4	0	2	-0.4	0	107	6
CC(C)c1ccc(N=C(N)N=C(N)N)cc1	-1	-0.8	1	1	-2	49	0.2	nt	101	-1
Cc1noc(C)c1COC(=O)c1ccc(F)c(S(=O)(=O)N2CCOCC2)c1	-1	1.4	-1	-3	-3	-3	0.0	-7	100	0
COc1ccc(OC)c(-c2cc(C(=O)N3CCN(c4ncccn4)CC3)c3ccccc3n2)c1	4	-0.3	0	-1	-2	16	0.3	-3	103	6
O=C(/C=C/c1ccncc1)c1cc(Cl)ccc1O	0	0.9	0	1	5	19	1.2	-1	92	-6
Cc1ccc(Cl)c(OCC(=O)Nc2sc(C)c(C)c2C#N)c1	2	0.9	-2	-8	-2	-4	0.2	-3	116	-4
COc1ccccc1C(=O)NC(=O)COC(=O)c1nc2nc(C)cc(C)n2n1	0	0.2	2	-1	2	60*	-1.4	-2	97	1
COc1ccc(C2CC(=O)c3cnc(NC(=O)c4ccccc4OC)nc3C2)c(OC)c1 (stereo not given)	1	1.2	-4	-2	1	-1	-7.8	-1	94	4
Cc1ccc(/C=C/S(=O)(=O)NCC(=O)OCC(=O)NCc2ccccc2)cc1	2	-1.9	-1	3	-1	-7	-2.4	-2	108	-4
NC(=O)c1cc(C(=O)c2ccccc2Cl)c[nH]1	-2	-0.7	-1	-7	1	28	-0.9	-1	100	3
c1ccc2c(OCCCCN3CCCC3)cccc2c1	2	-2.1	12	-8	3	4	-1.6	-2	109	-13
CCCCCC1CC(CC(=O)Nc2ccc([N+](=O)[O-])cc2)C(=O)O1 (stereo not given)	-1	-1.4	1	2	-4	0	-0.5	3	107	-19
COc1ccccc1N1CCN(S(=O)(=O)CCNC(=O)C2CC2)CC1	3	0.5	-1	2	-1	17	-0.5	nt	97	-7
CCC1CCCCN1C(=O)CN1C(=O)CSC1=O (stereo not given)	-3	0.6	5	0	2	1	-1.0	0	99	-4
O=C(CCSc1ccccc1)NCCN1CCOCC1	-8	0.2	1	-4	-4	12	-2.1	nt	98	-12
O=C(C1CCC(=O)N1C1CCCCC1)N1CCN(c2ccc(F)cc2)CC1 (stereo not given)	3	1.6	0	0	1	7	-1.9	-4	97	-3
CCOc1ccc(S(=O)(=O)N(CC(=O)O)c2ccccc2)cc1	-3	0.5	-2	-1	-4	-5	-0.9	-5	109	-8
Nc1c(-c2ccccc2)c(CN2CCOCC2)nn1-c1ccc(C(=O)O)cc1	0	-0.9	1	7	1	-6	-1.6	-2	100	-10
NCC(=O)Nc1ccc(Cl)cc1C(=O)c1ccc[nH]1	-3	-0.9	6	-5	1	0	-1.5	-2	97	0
CCCCCOC(=O)CSc1n[nH]c(=O)[nH]c1=O	2	-1.3	-2	2	3	2	-2.7	-2	102	-2
O=C(Nc1ccc(C(=O)Oc2ccccc2)c(O)c1)c1ccccc1	0	-0.5	0	2	-4	0	-3.4	-3	100	0
O=C(CSc1nncc2ccccc12)N1CCCCC1	-2	1.0	-6	-4	3	-21	-0.8	nt	77	7

(further entries)
SMILES	V-ATPase pH	C-LANA FP	NSD2 HMT inh	Keap1 Nrf2 FP	DAGLB inh	Arrestin-AP2 inh	CAL PDZ FP-1	CAL PDZ FP-2	DSG3 Ab inh	Cardiac RTF inh
CC(C)CCNC(=O)C1(O)c2ccccc2NC(=O)N1c1ccc(Cl)cc1 (stereo not given)	1	1.1	nt	2	-1	-16	-0.9	-4	95	2
COc1ccc(C(=O)O/N=C(/C)c2cccs2)cc1	0	1.0	-4	-3	-8	32	-1.6	-1	104	4
COc1cccc(NC(=S)N2CCN(C/C=C/c3ccccc3)CC2)c1	2	0.9	3	-3	-1	11	0.3	-3	100	-3
Cc1ccc(CNC(=O)CO/N=C/c2ccc3c(c2)OCO3)cc1	0	0.5	-1	0	-5	-2	-1.0	4	101	-9
O=C(O)CSc1nnc(Nc2ccccc2)n1-c1ccccc1	-2	-0.3	0	-5	1	-4	0.5	0	107	-4
COc1cc(OC)c(C(=O)Oc2ccc3c(c2)OCO3)cc1OC	1	-0.5	2	2	-1	-4	-1.7	-4	97	12
O=S(Cc1ccc(Cl)cc1)c1ncc(CO)n1Cc1ccccc1 (stereo not given)	1	-0.7	5	0	0	5	-2.3	1	98	-14
COc1ccc(NC(=O)Cc2ccc(C)c(C)c2)cc1Cl	-1	0.2	0	-6	-2	33	0.0	nt	105	-17
Cc1ccccc1NC(=O)CCCSc1nc2ccccc2s1	1	-2.9	-2	0	-10	6	-1.4	-1	nt	-3
CC12CCC(=O)N1C(C(=O)OCC(=O)Nc1cccc(S(=O)(=O)N3CCCCCC3)c1)CS2 (stereo not given)	0	-0.6	0	2	-1	3	-0.6	nt	114	5
COC(=O)c1[nH]c2ccccc2c1NC(=O)CN1CC(C)OC(C)C1 (stereo not given)	-1	0.3	-1	-1	0	6	0.2	-3	117	-9
O=C1C(=O)N(CCCn2ccnc2)C(c2ccc([N+](=O)[O-])cc2)/C1=C(\O)c1ccc2c(c1)OCCO2 (stereo not given)	-1	-0.4	nt	-3	4	29	0.8	7	98	-4
COc1cc(NC(=O)c2ccc(Cl)cc2Cl)ccc1NC(=O)c1cccs1	2	0.8	-1	-1	1	1	0.8	-4	100	0
C=C(C)CNC(=S)N/N=C/C1=CCC2CC1C2(C)C (stereo not given)	0	1.9	0	1	-4	1	-0.4	49*	nt	-5

In the list so far, these have a furan ring, fused or not.
SMILES	V-ATPase pH	C-LANA FP	NSD2 HMT inh	Keap1 Nrf2 FP	DAGLB inh	Arrestin-AP2 inh	CAL PDZ FP-1	CAL PDZ FP-2	DSG3 Ab inh	Cardiac RTF inh
Cc1ccc(NC(=O)/C(=C\c2ccco2)NC(=O)c2ccco2)cc1	-3	0.3	2	-6	0	6	1.7	nt	124	-8
Cc1ccc(-c2ccc(C3C(C#N)=C(N)Oc4n[nH]c(C)c43)o2)cc1 (stereo not given)	-1	-0.6	8	-3	2	20	-0.2	2	nt	-7
CC(C)N1CCN(Cc2ccccc2-c2ccco2)CC1CCO (stereo not given)	6	-0.6	-1	-1	-2	-1	-0.7	-11	107	-4
